# 14-3-3g Raf = alters human 14-3-3 gamma binding to Raf peptide; FP, 14-3-3gamma / TMR-pS259-Raf peptide binding; hit rate 0.19% among 160,000; P61981; inhibition, % at 40 µM; AID 422; in the data active = inhibition above about 30%;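 also: 0% = protein plus tracer without compound and 100% = blank with tracer alone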
# Target sequence (P61981 whole entry, looked up): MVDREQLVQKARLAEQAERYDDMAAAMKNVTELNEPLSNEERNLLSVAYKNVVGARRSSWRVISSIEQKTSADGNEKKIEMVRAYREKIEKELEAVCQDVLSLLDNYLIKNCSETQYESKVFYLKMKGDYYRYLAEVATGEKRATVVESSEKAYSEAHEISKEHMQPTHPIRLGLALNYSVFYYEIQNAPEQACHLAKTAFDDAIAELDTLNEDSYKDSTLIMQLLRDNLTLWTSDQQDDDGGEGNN
# An asterisk follows results filed as active; & = joins results of further samples. Not all compounds are listed; rates above refer to the full screens.
SMILES,14-3-3g Raf
O=C(Cn1c(=S)[nH]c2ncccc2c1=O)NCc1ccc(Cl)cc1,-1
COC(=O)c1cccc(NC(=O)CSc2nc(=O)cc(N)n2-c2ccccc2)c1,-24
CCCCC(=O)CCn1[nH]c(=O)c2ccccc2c1=O,-9
O=C(Cn1ncc2c1-c1ccccc1OC2)N1CCN(Cc2ccc3c(c2)OCO3)CC1,-5
O=C(O)c1ccc(NC(=O)c2ccc(Cl)c(S(=O)(=O)N3CCCCC3)c2)cc1,-3
COc1cc2c(cc1OC)C(C(=O)NCc1cccnc1)C(c1ccccc1F)N(C)C2=O (stereo not drawn),6
COc1ccc(CCn2cc3c(c2-c2ccccc2)c(=O)n(C)c(=O)n3C)cc1OC,0
COc1cccc(-c2nn(C)c3sc(C(=O)Nc4ccccc4N4CCN(C)CC4)cc23)c1,10
CCOc1ccccc1NC(=O)N1CCC(c2nc3ccc(C)cc3[nH]2)CC1,2
CCCN1CCN(C(c2cc3cc(OCC)ccc3[nH]c2=O)c2nnnn2C2CCCCC2)CC1 (stereo not drawn),5
O=C(O)CNC(=O)C12CC3CC(CC(C3)C1)C2,1
CC(NC(=O)CSc1nnc(COc2ccccc2)o1)c1ccccc1 (stereo not drawn),2
CCOC(=O)c1cnc2c(OC)cccc2c1N1CCC(C(N)=O)CC1,-1
Cc1nnc(SCCn2c(N3CCN(c4ccccc4)CC3)nc3c2c(=O)n(C)c(=O)n3C)s1,0
COc1ccc(CNC(=O)c2sc(=S)n3c2[nH]c(=O)c2ccccc23)cc1,-40
CC(C)(C)c1ccc(C(=O)CC2(O)C(=O)Nc3ccccc32)cc1 (stereo not drawn),5
COc1ccc(-n2c(SCC(=O)c3ccc(O)c(O)c3)nc3ccsc3c2=O)cc1,-8
CCc1ccc(OC(=O)c2ccc(-c3ccc(CC)cn3)cc2)cc1,2
CCOc1ccc(CN2CCN(Cc3cc(Br)ccc3O)CC2)cc1,-8
COCCN1C(=O)C(=O)/C(=C(/O)c2ccccc2)C1c1ccccc1[N+](=O)[O-] (stereo not drawn),1
COC(=O)c1c(NC(=O)Cn2nc([N+](=O)[O-])c(Cl)c2C)sc2c1CCCC2,3
Brc1ccc(CSc2nnc(-c3cnccn3)n2Cc2ccco2)cc1,-3
Cc1ccc(O)c(C=Nc2ccc3oc(-c4cccc(F)c4)nc3c2)c1,-46
CN1CCC2(CCN3CCc4c(oc5ccccc45)C3C2)N(C)C1=O (stereo not drawn),-6
COc1ccc(-n2nc3c(c2NC(=O)c2ccc4c(c2)OCO4)CS(=O)C3)cc1 (stereo not drawn),-7
# More entries follow:
SMILES,14-3-3g Raf
CC(Oc1ccc(-c2ccccc2)cc1)C(=O)N1CCOCC1 (stereo not drawn),-6
C=CCn1c(SCC(=O)c2cccs2)nc2sc3c(c2c1=O)CCCC3,-9
COC(=O)c1[nH]c2cccc(C)c2c1NC(=O)CN1CCN(C(=O)c2ccco2)CC1,3
Cc1ccc(OCC(=O)Nc2ccc(N(C)C)cc2)cc1,-13
CCCOC(=O)CSC1=C(C#N)C(c2ccccc2OCC)C(C#N)C(=O)N1 (stereo not drawn),5
O=C1CCCc2c1cc(C(=O)NCCCN1CCOCC1)c(=O)n2-c1ccc(Cl)cc1,3
O=C(CSc1ncc(-c2ccccc2)nn1)NCc1ccco1,-4
Nc1c(C(=O)c2cccs2)sc2nc3c(c(-c4ccc(Cl)cc4)c12)CCC3,-41
COC(=O)[C@H](C)NC(=O)Nc1ccc(OC)cc1OC,-1
O=C(Nc1nc2c(ccc3ccccc32)s1)c1cc(Cl)ccc1[N+](=O)[O-],19
CCc1ccc2oc(-c3cccc(NC(=O)c4ccccc4F)c3)nc2c1,-58
Cc1cccc(Cn2cnc3c(nnn3Cc3ccc(F)cc3)c2=O)c1,-2
CN1CCN(C(=O)CC23CC4CC(CC(C4)C2)C3)CC1,-3
CCOC(=O)c1[nH]c(C)c(C(=O)NC(C)CC)c1C (stereo not drawn),2
Cc1cc2cc(CCNC(=O)c3cc4ccccc4oc3=O)c(=O)[nH]c2cc1C,-11
CCC1(CC)NC(=O)NC1=O,-2
COc1cccc(C2C3=C(Nc4ncnn42)c2ccccc2OC3c2ccc(C)cc2)c1 (stereo not drawn),-1
CCOC(=O)Cn1cnc2c(nnn2Cc2ccc(Cl)cc2)c1=O,-17
CC(=O)N1CCCc2cc(S(=O)(=O)NC(C(=O)NC3CCCCCC3)C(C)C)ccc21 (stereo not drawn),-7
CC(NC(=O)NCCCn1ccnc1)(C(F)(F)F)C(F)(F)F,-4
Cc1ccc(C(=O)Nc2cc(=O)n(C)c(=O)n2C)cc1C,1
CC(C)(C)n1nnnc1CN1CCN(C2CCCC2)CC1,2
CCCNc1ncnc2c1c(-c1ccccc1)cn2-c1ccccc1,1
Cn1c(C(=O)N2CCN(Cc3ccc4c(c3)OCO4)CC2)cc2c(=O)n(C)c3ccccc3c21,-2
CCC(=O)n1nc(-c2ccco2)nc1SCc1ccccc1,-9
# Going on with the list:
SMILES,14-3-3g Raf
COc1ccc(N2CCN(c3nc4c(c(=O)[nH]c(=O)n4C)n3CCCc3ccccc3)CC2)cc1,-6
CN(C)c1ccnc(NCc2ccccc2)c1C#N,4
O=C(Nc1nnc(COc2ccc(Cl)cc2)s1)C1CCCO1 (stereo not drawn),-7
O=C(CCN1C(=O)c2ccccc2C1=O)Nc1ccc(F)cc1,1
CCCc1c(C)nc2c(C(=O)OC)c[nH]n2c1=O,-7
O=c1c(-c2cc3ccccc3o2)coc2cc(O)ccc12,-5
O=S1(=O)CC2N=C(Nc3ccccc3F)SC2C1 (stereo not drawn),-3
CCOC(=O)Cc1csc(NC(=O)c2cccc(C(F)(F)F)c2)n1,-6
COC(=O)Nc1sc2c(c1C(=O)NCc1ccco1)CCCC2,-8
Cc1ccc(S(=O)(=O)N2CCOCCOCCN(S(=O)(=O)c3ccc(C)cc3)CCN(S(=O)(=O)c3ccc(C)cc3)CC2)cc1,-3
CCCCN(CC)CCCNC(=O)Cn1nc(Cc2ccncc2)c2ccccc2c1=O,-1
COc1ccccc1Cn1c(=S)[nH]c2cc(Cl)ccc2c1=O,-3
Fc1ccc(-n2cc(-c3ccccc3)c3c(NC4CCCC4)ncnc32)cc1,2
Cc1cc(C)n2cc(CSc3nc(-c4ccccc4)cc(C(F)(F)F)n3)nc2n1,-33
Cc1nc(Nc2nc3ccccc3o2)nc2c1CCC2,-4
O=C(c1cc2n(n1)C(C(F)(F)F)CC(c1ccc(Cl)cc1)N2)N1CCN(c2cccc(Cl)c2)CC1 (stereo not drawn),-6
O=C(COc1ccc(Cl)cc1)N1CCN(S(=O)(=O)c2ccc(F)cc2)CC1,2
Cc1oc(-c2ccc(Cl)cc2)nc1CN1CCCC(C(=O)NCCCN2CCOCC2)C1 (stereo not drawn),-1
CCOC(=O)c1ccc(NC(=O)Cn2nnc(-c3ccc(C)cc3)n2)cc1,-6
CN(C(=O)c1cc(C(=O)N(C)C2CCCCC2)cc([N+](=O)[O-])c1)C1CCCCC1,-5
CCOC(=O)C1CCN(C2CC(=O)N(c3ccc(C(=O)O)cc3)C2=O)CC1 (stereo not drawn),-2
COC(=O)c1ccccc1N=C(SC)N(C)C,11&-14
COc1ccc(-n2c(=S)[nH]c3cc(C(=O)Nc4ccc(F)cc4)ccc3c2=O)cc1,-6
Cc1ccc(NC(=O)C(Cc2ccccc2)N2C(=O)c3ccccc3C2=O)cc1Cl (stereo not drawn),-6
COc1ccc(C2Nc3ccccc3-c3nnc(SC)nc3O2)cc1C (stereo not drawn),-8
# (cont.)
SMILES,14-3-3g Raf
O=S(=O)(Nc1ccc(S(=O)(=O)Nc2ncccn2)cc1)c1ccc(Cl)cc1,3
CCCCn1c(=O)nc2n(-c3ccc(F)cc3)c3ccccc3cc-2c1=O,-33
O=C(CSc1nnnn1-c1ccc(C(=O)O)cc1)NC1CCCCC1,-4
CCCN1C(=O)c2ccc(C(=O)Nc3nccs3)cc2C1=O,3
O=C(NCCN1CCCCC1)c1cc2ccccc2[nH]1,4
CC(=O)C1=C(O)C(=O)N(c2ccc(O)cc2)C1c1ccc2c(c1)OCO2 (stereo not drawn),-6
COc1ccc(C(=O)CSc2n[nH]c(-c3ccco3)n2)cc1,-6
Cc1ccc2nc(NCCCNC(=O)c3cnccn3)c(C#N)cc2c1,3
CCC(=O)N1c2ccccc2-c2nnc(SC)nc2OC1c1cc(Cl)cc(OC)c1OC (stereo not drawn),-15
O=C(Nc1cc(S(=O)(=O)c2ccccc2)c(O)c2ccccc12)c1ccc(Cl)cc1,-7
Cc1ccc(S(=O)(=O)N2CCC(C(=O)Nc3nnc(C4CCCC4)s3)CC2)cc1,-6
CCCOC(=O)C1=C(C)NC2=C(C(=O)CC(c3ccccc3)C2)C1c1ccc(O)c(OCC)c1 (stereo not drawn),4
Cn1c(=O)oc2cc(S(=O)(=O)N3CCC(C(=O)NCC4COc5ccccc5O4)CC3)ccc21 (stereo not drawn),1
CCN(CC)C(=O)C1CC(=O)OC1(C)C (stereo not drawn),7
O=C1CCCC2=C1C(c1c(Cl)nc3sccn13)C1=C(CCCC1=O)N2,-5
CC1CCN(S(=O)(=O)c2ccc(C(C)(C)C)cc2)CC1,-5
O=C(NC1CCCC1)C(c1cccs1)N(Cc1ccco1)C(=O)c1csnn1 (stereo not drawn),-8
COc1cccc2cc(C(=O)Nc3nccs3)c(=Nc3cccc(Cl)c3)oc12,11
C=CCNC(=O)c1ccc2c(=O)n(CCC)c(=S)[nH]c2c1,2
Cc1ccc(C(C)C)c(OCC(=O)NCCC23CC4CC(CC(C4)C2)C3)c1,-2
CCCOc1ccc(C2NC(=O)CCC2[N+](=O)[O-])cc1 (stereo not drawn),0
COc1cc(N2CCCC2)c(OC)cc1/C=c1/sc2nc3ccccc3n2c1=O,-152
COc1cc(N)c(Cl)cc1C(=O)O,0
COc1ccc(-c2cc(C(=O)Nc3c(C)nn(Cc4ccc(C)cc4)c3C)no2)cc1,-19
CCN(CC)C(=O)c1c[nH]c2ccc(S(=O)(=O)N3CCC(C)CC3)cc2c1=O,-11
# Further compounds
SMILES,14-3-3g Raf
COC(=O)c1ccc2c(c1)nc(SCC#N)n1c3ccccc3nc21,-1
O=C(C1CCC1)N1CCc2cc(S(=O)(=O)Nc3ccc4c(c3)OCCO4)ccc21,-1&1
CC(=O)Nc1nc2c(c3c1c(=O)oc1ccccc13)CC(C)CC2 (stereo not drawn),-1&0
O=c1c2ccccc2nc2c3c4c(sc3ncn12)CCCC4,0
CC(=O)N1CCc2cc(Br)cc(S(=O)(=O)Nc3ccc(Br)cc3)c21,-5
Cc1ccc(S(=O)(=O)N2CCC(C(=O)NC(C)c3ccccc3)CC2)cc1 (stereo not drawn),1
CCN(CC)c1ccc(C2C(C(=O)OC3CCCC3)=C(C)NC3=C2C(=O)C(C(=O)OC)C(C)C3)cc1 (stereo not drawn),-11
O=C(CSc1nc2nc[nH]c2c(=O)[nH]1)NC1CCCCC1,-5
Cc1cc(NC(=O)c2ccc(NC(=O)C(C)Oc3ccccc3)cc2)no1 (stereo not drawn),-13
COc1ccc(CC(=O)Nc2c3c(nn2-c2ccc(F)cc2)CS(=O)C3)cc1OC (stereo not drawn),-4
CN1CCN(C2CC(=O)N(CCc3ccccc3)C2=O)CC1 (stereo not drawn),-2
CCOC(=O)c1sc2ncnc(Nc3cc(F)ccc3C)c2c1C,2
FC(F)(F)c1ccccc1CN1CCN(Cc2ccncc2)CC1,7
CN(C)CCNC(=O)C1c2ccccc2C(=O)N(C)C1c1cccs1 (stereo not drawn),-7
O=C(CC(=O)c1ccc2ccccc2c1O)c1ccco1,-1
COc1ccc(Cl)cc1C(=O)Nc1cc(-c2nc3ccccc3o2)ccc1Cl,-109
CN(CCNC(=O)C1CC(=O)N(C2CCCC2)C1)Cc1ccccc1 (stereo not drawn),0
COc1cccc(N=C2SC(C(=O)Nc3ccccc3F)CC(=O)N2C)c1 (stereo not drawn),-3&-14
CC(C)C(OC(=O)CN1C(=O)COc2ccccc21)C(=O)NC1CCCC1 (stereo not drawn),-4
CCn1ccc(C(=O)Nc2ccc(Cl)cn2)n1,7
CC1Cc2ccccc2N1C(=O)c1cnc2sccn2c1=O (stereo not drawn),-5
O=C(COc1ccc(S(=O)(=O)N2CCOCC2)cc1)Nc1ccc(Cl)c(C(F)(F)F)c1,1
CC1=Nc2cc(C(=O)NC(C)c3ccccc3)ccc2Sc2ccc(Cl)cc21 (stereo not drawn),-66
CCOC(=O)c1c(NC(=O)C2CC2)sc(C(=O)Nc2ccccc2F)c1C,-4
COc1ccc2cc3cc(C(=O)Nc4ccccc4OC)oc3nc2c1,-7
CC1=C(C(=O)OCc2ccccc2)C(c2ccc(C)o2)C2=C(CCCC2=O)N1 (stereo not drawn),1

# By substructure, the entries above containing an NH in an aromatic ring.
SMILES,14-3-3g Raf
O=C(Cn1c(=S)[nH]c2ncccc2c1=O)NCc1ccc(Cl)cc1,-1
CCCCC(=O)CCn1[nH]c(=O)c2ccccc2c1=O,-9
CCOc1ccccc1NC(=O)N1CCC(c2nc3ccc(C)cc3[nH]2)CC1,2
CCCN1CCN(C(c2cc3cc(OCC)ccc3[nH]c2=O)c2nnnn2C2CCCCC2)CC1 (stereo not drawn),5
COc1ccc(CNC(=O)c2sc(=S)n3c2[nH]c(=O)c2ccccc23)cc1,-40
COC(=O)c1[nH]c2cccc(C)c2c1NC(=O)CN1CCN(C(=O)c2ccco2)CC1,3
CCOC(=O)c1[nH]c(C)c(C(=O)NC(C)CC)c1C (stereo not drawn),2
Cc1cc2cc(CCNC(=O)c3cc4ccccc4oc3=O)c(=O)[nH]c2cc1C,-11
COc1ccc(N2CCN(c3nc4c(c(=O)[nH]c(=O)n4C)n3CCCc3ccccc3)CC2)cc1,-6
CCCc1c(C)nc2c(C(=O)OC)c[nH]n2c1=O,-7
COc1ccccc1Cn1c(=S)[nH]c2cc(Cl)ccc2c1=O,-3
COc1ccc(-n2c(=S)[nH]c3cc(C(=O)Nc4ccc(F)cc4)ccc3c2=O)cc1,-6
O=C(NCCN1CCCCC1)c1cc2ccccc2[nH]1,4
COc1ccc(C(=O)CSc2n[nH]c(-c3ccco3)n2)cc1,-6
C=CCNC(=O)c1ccc2c(=O)n(CCC)c(=S)[nH]c2c1,2
CCN(CC)C(=O)c1c[nH]c2ccc(S(=O)(=O)N3CCC(C)CC3)cc2c1=O,-11
O=C(CSc1nc2nc[nH]c2c(=O)[nH]1)NC1CCCCC1,-5

# Bioassay records deposited in PubChem by Emory University Molecular Libraries Screening Center.
